Screens from PubChem BioAssay.
A549 viability: A549 cytotoxicity, counter-screen for Nrf2 inhibitors; A549 ARE-Fluc cells, CellTiter-Fluor viability, 18-24 h; Potency, µM (top dose mostly 46 µM), for inactives: at the highest dose activity change, negative = cytotoxicity, actives largely listed as inhibitors; actives 0.16% (n = 390,000); AID 504648; note: potency is the fitted concentration of half-maximal effect; % is set by controls: 0 for no effect and ±100 for the full control effect
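Cytotoxicity counterscreen: CellTiter-Fluor fluorescence was measured in A549 ARE_Fluc cells after 18-24 h of compound exposure in a concentration series. The subsequent BugLite luminescent read reports ARE-luciferase activity.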
MCF10A rerep: DNA re-replication induction in MCF 10a cells | MCF 10A DNA re-replication, Hoechst nuclear intensity, 48 h | Potency, µM (doses to about 46.1 µM), for inactives: at the top dose activity, positive = re-replication, hits mostly activators | actives 2.9% (n = 350,000) | AID 624296; note: potency is the fitted concentration of half-maximal effect; % of control where 0% means no effect; nearly all actives have a fitted effect of over 50% in size
HepG2 tox: kills HepG2 cells in TGF-b inhibitor counter-screen | HepG2 CAGA-GFP viability, ATP luminescence, 18 h | Potency, µM (titrated, usually from 46.1 µM), inactives show top-dose activity change, negative = cytotoxicity, usual class: cytotoxic | actives 0.76% (n = 410,000) | AID 588856; note: potency is the fitted concentration of half-maximal effect; some results filed as inactive show a strong effect at the top dose
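CellTiter-Glo luminescence gave cytotoxicity after 18 hours at 37 degrees C. The cells were HepG2 CAGA-GFP in 1% FBS DMEM, stimulated with 500 pg/mL TGF-beta after compound addition. %Activity was normalised to no-cell wells (complete cell-killing) and DMSO (no toxicity), and curves were fitted and classified.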
TGFb SMAD3 inh: inhibitors of TGF-b signaling; Potency, µM (titrated, usually from 46.1 µM), without a hit: at the highest dose activity, negative = inhibition, most hits filed as inhibitors; HepG2 CAGA-GFP TGF-b/SMAD3 reporter, GFP fluorescence, 18 h; TGF-beta stimulated, 500 pg/mL final; actives 1.2% (n = 410,000); AID 588855; note: potency is the fitted concentration of half-maximal effect; % is set by controls: 0 for no effect and ±100 for the full control effect; nearly all actives have a fitted effect of over 65% in size
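HEPG2 CAGA-GFP cells (1000/well, DMEM with 1% FBS) were pre-incubated 2 h at 37 degrees C, given compound by pin tool, then stimulated with TGF-beta at 500 pg/mL final for 18 h before per-cell GFP fluorescence imaging.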
IL-1B inflam inh: inhibitors of inflammasome signaling (IL-1 beta secretion). THP-1 LPS/ATP IL-1B secretion, AlphaLISA, 16 h; stronger effect = lower value. activity change, % at 57.5 µM. actives 4.7% (n = 360,000). AID 743279; in the data active = activity change below about -50%; inconclusive = mostly about -30% to -49%; note: % is set by controls: 0 for no effect and ±100 for the full control effect
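Secreted IL-1B measured by AlphaLISA bead assay after 16 h compound exposure of THP-1 cells; compounds (final up to 57.5 uM) added 1 h before LPS (250 ng/mL) and ATP (1.25 mM) stimulation; lower signal means less secretion.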
ATXN viability: reduces viability in counter-screen for ATXN expression inhibitors | Potency, µM (top dose mostly 56.7 µM), actives largely listed as cytotoxic | AID 651635 | actives 0.49% (n = 400,000) | S2 cells (HEK-293 line with an ATXN2-luciferase reporter) viability, CellTiter-Fluor protease fluorescence, 24 h; note: potency is the fitted concentration of half-maximal effect; nearly all actives have a fitted effect of over 40% in size
ATXN2 expr inh: ATXN2 expression inhibition. actives 0.72% (n = 360,000). HEK-293 ATXN2-luciferase reporter, luminescence, 24 h. Potency, µM (highest dose often 57 µM), without a hit: top-dose activity change, negative = inhibition, hits mostly inhibitors; note: potency is the fitted concentration of half-maximal effect; % is set by controls: 0 for no effect and ±100 for the full control effect; nearly all actives have a fitted effect of over 55% in size
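qHTS (up to 57 uM final) was run with 24 h compound exposure of reporter cells at 37 °C. Each well was multiplexed: SteadyGlo luminescence measured ATXN2-luciferase expression after a fluorogenic Gly-Phe-AFC viability readout (25 uM final).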
Nrf2 activator: activators of Nrf2 (ARE) signaling; Potency, µM (doses to about 46.1 µM), for inactives: at the highest dose activation, actives largely listed as activators; actives 0.31% (n = 410,000); AREc32 ARE-luciferase reporter (MCF7-derived line), luminescence, 24 h; AID 624171; note: potency is the fitted concentration of half-maximal effect; % of control where 0% means no effect; nearly all actives have a fitted effect of over 65% in size
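AREc32 cells carrying an ARE-driven firefly luciferase, 1000 cells/well in OPTI-MEM with 5% FBS, dosed after overnight attachment and incubated 24 hr at 37 deg C. Steady-Glo luminescence read after 30 min at RT.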
Nrf2 block: Nrf2 pathway inhibition; Potency, µM (series often up to 46 µM), without a hit: at the top dose activity change, negative = inhibition, usual class: inhibitors; A549 ARE-Fluc reporter, luciferase luminescence, 18-24 h; actives 2.1% (n = 360,000); note: potency is the fitted concentration of half-maximal effect; % is set by controls: 0 for no effect and ±100 for the full control effect; nearly all actives have a fitted effect of over 60% in size
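Concentration-response testing used A549 ARE_Fluc cells at 5000 cells/well. Following an 18-24 h compound incubation, viability was read by fluorescence (Ex 405/Em 525) and luciferase output by luminescence.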
Numbers without * were called inactive; i = inactive; ? = inconclusive; . = no result given; [ ] = remark or other dose. Unless noted, calls come from the whole dose curve; as a rule, active = well fitted curve in the direction sought with a large enough effect; inconclusive = small, poorly fitted or top-dose-only effect, or another doubt; inactive = no such curve, though single readings can be large; an effect the other way counts as inactive or inconclusive.

SMILES | A549 viability | MCF10A rerep | HepG2 tox | TGFb SMAD3 inh | IL-1B inflam inh | ATXN viability | ATXN2 expr inh | Nrf2 activator | Nrf2 block
O=[N+]([O-])c1cccc(-c2c(-c3ccccc3)ncc3cc(F)ccc23)c1 | -2% | -1% | -30% | ? | 20 | i | 9% | 4.9% | 10%
COc1ccc2oc(C(=O)Nc3ccc(S(=O)(=O)N(C)C4CCN(C)CC4)cc3)c(C)c2c1 | 2% | 15% | 13µM* | ? | ? | ? | ? | 8.5% | -22%
c1ccc(C(c2ccccn2)c2ccccn2)cc1 | -2% | 16% | 8% | -11% | -6 | i | -7% | 2.5% | 3%
COc1cccc(CNC(=O)C(CC(C)C)NC(=O)c2ccccc2C)c1 (stereo not given) | -4% | -8% | 9% | 21% | 8 | i | -10% | -0.2% | -1%
COc1ccccc1OCC(=O)Nc1ccc2c(c1)C(=O)N(CC1CCCO1)C2=O (stereo not given) | 8% | -3% | -9% | -1% | -6 | i | -22% | 0.1% | 18%
O=C(CC1C[C@H](C(=O)N2CCOCC2)[C@@]2(CCC3CCCC3)c3[nH]c4ccccc4c3CCN2C1=O)NCCC1=CCCCC1 (stereo not given in full) | 12% | 3% | -2% | 27% | 17 | i | 4% | -0.5% | -1%
Cn1c(-c2sc3ccccc3c2Cl)n[nH]c1=S | -10% | 0% | -13% | -20% | -6 | i | 0% | -0.5% | ?
CC1(c2ccccc2)NC(=O)N(N)C1=O (stereo not given) | 5% | 6% | -2% | -4% | 6 | ? | -10% | -0.3% | 24%
COc1cccc(OC)c1C(=O)Nc1ccc2c(c1)OCCO2 | . | 2% | 6% | 6% | -5 | i | 1% | -0.7% | -15%
O=C(CSc1nnc(-c2cccs2)o1)Nc1cccc(S(=O)(=O)N2CCCCC2)c1 | -4% | -2% | -16% | -7% | -1 | i | 7% | 0.3% | 12%
CCOc1ccc(NC(=O)/C=C\C(=O)N(c2ccc(C(C)C)cc2)C(C(=O)NCc2ccco2)c2ccc(F)cc2)cc1 (stereo not given) | ? | . | -41% | ? | . | . | . | 6.8% | .
CSc1ccc(CCNC(=O)CCc2c(C)nc3ncnn3c2C)cc1 | -9% | . | -11% | -8% | . | i | 7% | 0.2% | 3%
CCN1CCN(C(=S)Nc2ccc([N+](=O)[O-])cc2)CC1 | 13% | 12% | -18% | -17% | 2 | i | 1% | 0.2% | 9%
CCC1(C)SC(N)=NN1C(C)=O (stereo not given) | 2% | ? | 3% | -1% | 0 | i | -18% | 0.3% | 17%
COc1ccc(NC(=O)c2ccc(-c3nn(C)c(=O)c4ccccc34)cc2)cc1C(N)=O | 3% | 25% | -9% | 12% | ? | i | -12% | 0.0% | ?
Cc1ccc(S(=O)(=O)N2CCCC2)cc1C(=O)O | 0% | -11% | -1% | -8% | 32 | i | 0% | -0.6% | 13%
Cn1nnc2cc(C(=O)N3CCC(c4ccccc4)C3)ccc21 (stereo not given) | 4% | -3% | -19% | 16% | -7 | i | 6% | 2.9% | 0%
CC(=O)CC1c2cc(F)ccc2C=C(c2ccsc2)N1c1ccc(-c2ccc(C(N)=O)cc2)cc1 (stereo not given) | . | . | . | . | -3 | ? | -39% | 6.1% | .
Nc1nnnn1/N=C/c1ccccn1 | 1% | -1% | -15% | 13% | -15 | i | 6% | 0.2% | .
COc1ccc(OCC(=O)NC(=S)Nc2ccccc2F)cc1 | 11% | -6% | -6% | ? | 17 | i | . | 4.8% | 9%
COc1ccc(Nc2nc(NCc3ccco3)nc(N/N=C/c3ccccc3)n2)cc1 | -6% | ? | 2% | 26% | -4 | i | -4% | 2.3% | ?
COc1cc(CNCCNC(=O)c2nonc2N)ccc1OCc1ccc(Cl)nc1 | -6% | 5% | -30% | -9% | -14 | ? | -7% | -0.2% | -2%
O=C(COc1ccc(F)cc1F)N1CCCCCCC1 | -11% | -3% | 8% | 3% | 7 | i | -3% | 0.4% | 8%
O=C(NCCc1c[nH]c2ccc(Cl)cc12)c1ccc([N+](=O)[O-])cc1 | 0% | 3% | 0% | -19% | -15 | i | -13% | -0.4% | ?
COC(=O)c1sccc1NC(=O)c1ccc(Br)o1 | 0% | ? | -27% | -5% | -13 | i | 2% | 5.6µM* | 27%

2 compounds picked at random from the list so far:
SMILES | A549 viability | MCF10A rerep | HepG2 tox | TGFb SMAD3 inh | IL-1B inflam inh | ATXN viability | ATXN2 expr inh | Nrf2 activator | Nrf2 block
O=C(CC1C[C@H](C(=O)N2CCOCC2)[C@@]2(CCC3CCCC3)c3[nH]c4ccccc4c3CCN2C1=O)NCCC1=CCCCC1 (stereo not given in full) | 12% | 3% | -2% | 27% | 17 | i | 4% | -0.5% | -1%
Cc1ccc(S(=O)(=O)N2CCCC2)cc1C(=O)O | 0% | -11% | -1% | -8% | 32 | i | 0% | -0.6% | 13%

Individual results from the list:
Entry for COc1cccc(CNC(=O)C(CC(C)C)NC(=O)c2ccccc2C)c1 (stereo not given) in ATXN2 expr inh: -10%
Entry for CC1(c2ccccc2)NC(=O)N(N)C1=O (stereo not given) in ATXN2 expr inh: -10%
Entry for CCN1CCN(C(=S)Nc2ccc([N+](=O)[O-])cc2)CC1 in Nrf2 activator: 0.2%
Entry for CCC1(C)SC(N)=NN1C(C)=O (stereo not given) in TGFb SMAD3 inh: -1%
Entry for COc1ccc(OCC(=O)NC(=S)Nc2ccccc2F)cc1 in IL-1B inflam inh: 17

Further compounds.
SMILES | A549 viability | MCF10A rerep | HepG2 tox | TGFb SMAD3 inh | IL-1B inflam inh | ATXN viability | ATXN2 expr inh | Nrf2 activator | Nrf2 block
COc1ccc(-c2noc(Cc3cccs3)n2)cc1 | 3% | 0% | 2% | 8% | -17 | i | 88%[activator] | 3.8% | ?
Cc1ccc(-n2nc3c(=O)n(CCCC(=O)NCC(C)c4ccccc4)nc(C)c3c2C)cc1 (stereo not given) | 1% | -2% | -18% | -22% | -11 | i | . | 0.0% | 18%
O=C(NN=Cc1cccc(O)c1O)c1ccccc1 | . | . | -43% | -15% | 134 | ? | -24% | -0.8% | .
O=C(Nc1c(O)c2ccccc2oc1=O)c1cccc(F)c1 | 0% | . | -3% | 4% | . | i | 5% | 4.5% | ?
O=c1[nH]c(Cc2ccccc2Cl)nc2ccccc12 | -1% | ? | -19% | 4% | 13 | i | 3% | 1.6% | 21%
CN(Cc1ccccc1)C(=O)c1ccc(NC(=O)Cc2ccc([N+](=O)[O-])cc2)cc1 | -1% | 19% | -13% | ? | 0 | ? | -19% | 0.5% | ?
COC(=O)c1cccc(N(C(=O)c2ccco2)C(C(=O)NC2CCCC2)c2ccc(N3CCOCC3)cc2)c1 (stereo not given) | -2% | -4% | -14% | -26% | -14 | i | 0% | -0.1% | 0%
O=C(CNC(=O)c1ccc(Br)o1)NC12CC3CC(CC(C3)C1)C2 | 3% | 10% | -3% | -19% | 14 | i | 20% | 0.0% | -2%
CC(C)CC(=O)NC(c1ccccc1Cl)c1c(O)ccc2ccccc12 (stereo not given) | ? | ? | -6% | ? | -68* | ? | ? | 0.8% | ?
COC(=O)C1=C(N)Oc2cc(C)n(CCCn3ccnc3)c(=O)c2C1c1ccc(Cl)cc1 (stereo not given) | -12% | -12% | -4% | 18% | -16 | i | -2% | -0.6% | -16%
N#CC1=C(N)SC(N)=C(C#N)C1c1cccc(Oc2ccccc2)c1 | ? | ? | -19% | ? | -14 | i | -21% | 7.8% | ?
N#CC1=C(N)C(C#N)(C#N)C(c2cccnc2)C2COCC=C12 (stereo not given) | -1% | 4% | 5% | 20% | 0 | i | -1% | 2.3% | 10%
Cc1cc(C)c(NC(=O)CN(C)CC(=O)Nc2cccc(S(=O)(=O)N(C)c3ccccc3)c2)c(C)c1 | ? | ? | -3% | ? | ? | ? | ? | -3.4% | ?
CCc1ccc2[nH]c(C)c(CN3CCCCCC3)c(=O)c2c1 | 15% | -2% | -14% | -5% | 8 | i | . | -0.6% | -2%
O=C(c1cccnc1)N1CCCC(Nc2ccc(F)cc2)C1 (stereo not given) | 0% | -1% | 1% | 0% | 43 | i | -2% | 0.0% | 11%
Cc1c(C(=O)Oc2ccc(-c3cnc4ccccc4n3)cc2)cccc1[N+](=O)[O-] | -13% | 17% | -4% | 1% | 0 | i | 53%[activator] | 2.9% | ?
CC1=NNC(=O)C1CCC(=O)N/N=C/C(Br)=C/c1ccccc1 (stereo not given) | -1% | -1% | 7% | -20% | 17 | i | 0% | 0.2% | 6%
CC(=O)c1c(C)nc(-c2ccc(Cl)cc2)nc1NC(=O)C(C)C | 2% | 12% | -21% | -4% | 32 | i | 10% | 7.9% | 2%
COc1ccc(/C=C/C(=O)Nc2cccc(S(=O)(=O)N3CCCC3)c2)cc1OC | 7% | -21% | -14% | -16% | -27 | i | ? | 0.6% | ?
Cc1cc(C(=O)CCC(=O)NCC(=O)Nc2c(C)cccc2C)c(C)s1 | 1% | ? | 5% | -16% | -23 | i | . | 3.7% | 9%
COc1ccc(-c2nc3cc(NC(=O)c4ccc5c(c4)OCO5)ccc3o2)cc1 | -7% | 18% | -30% | 6% | -2 | i | -19% | 2.4% | ?
O=C(Nc1nccs1)c1ccc(Cl)c(S(=O)(=O)N2CCCCC2)c1 | -18% | ? | -20% | 7% | -12 | i | -1% | 4.8% | .
Cc1ccccc1C(=O)Nc1ccc2nc3n(c(=O)c2c1)CCC3 | 1% | -2% | -12% | -7% | 18 | i | 4% | -1.5% | 16%
O=C(NC1CCCCC1)C(c1ccccc1)N1CCC2(CC1)OCCO2 (stereo not given) | -3% | 1%[9.22 µM] | -45% | ? | -10 | i | -3% | -0.5% | -5%
O=C(Nc1ccccc1N1CCCCC1)c1cccc(OC(F)F)c1 | 8% | ? | -17% | -11% | 3 | i | -16% | 0.0% | -16%
